NFkB binder: NF-kappa-B p105 (human) binding | P19838 | Small molecule microarray, anti-His fluorescence binding | calls only | 1.3% of 17,000 active | AID 624139;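 active means spot fluorescence over background significantly raised, with a chance value under 7% in all four replicate spots of the compound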;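 further: probe protein is his-tagged human p50 processed subunit at 1 µg/ml; raw spot fluorescence signals with no normalization applied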
Target sequence (P19838 1-433 limits assumed): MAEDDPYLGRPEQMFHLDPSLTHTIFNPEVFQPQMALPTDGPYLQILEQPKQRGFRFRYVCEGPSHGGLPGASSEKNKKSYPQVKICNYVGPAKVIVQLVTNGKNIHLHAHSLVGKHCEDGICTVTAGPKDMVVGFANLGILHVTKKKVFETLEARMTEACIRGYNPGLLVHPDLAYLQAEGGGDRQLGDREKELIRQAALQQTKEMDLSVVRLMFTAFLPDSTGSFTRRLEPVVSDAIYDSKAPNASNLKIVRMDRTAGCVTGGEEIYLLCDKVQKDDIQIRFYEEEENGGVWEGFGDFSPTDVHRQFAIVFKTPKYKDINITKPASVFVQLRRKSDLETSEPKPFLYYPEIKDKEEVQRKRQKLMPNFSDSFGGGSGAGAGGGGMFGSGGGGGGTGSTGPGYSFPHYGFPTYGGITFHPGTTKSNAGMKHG
Calls only; i = inactive. A portion of the library; the hit share may differ from the screen's.

Compound | NFkB binder
CC(C)NC(=O)N(C)C[C@@H]1OCCCC[C@@H](C)Oc2ccc(NC(=O)Nc3ccc4c(c3)OCO4)cc2C(=O)N([C@H](C)CO)C[C@@H]1C | i
C[C@H]1CN([C@@H](C)CO)C(=O)Cc2cc(NS(C)(=O)=O)ccc2O[C@H]1CN(C)CC1CC1 | i
C[C@H]1CN([C@@H](C)CO)C(=O)c2cc(NC(=O)Nc3cccc4ccccc34)ccc2O[C@H]1CN(C)S(=O)(=O)c1cccs1 | i
C[C@@H]1CCCCO[C@@H](CN(C)C)[C@@H](C)CN([C@H](C)CO)C(=O)c2cc(NS(=O)(=O)c3ccc(Cl)cc3)ccc2O1 | i
CCO[C@H]1OC(C(=O)N2CCN(Cc3ccc4c(c3)OCO4)CC2)=C[C@@H](c2csc3ccccc23)[C@@H]1CCCO | i
C[C@H](CO)N1C[C@H](C)[C@@H](CN(C)S(=O)(=O)c2cn(C)cn2)OCCCC[C@H](C)Oc2ccc(NC(=O)Cc3ccccc3)cc2C1=O | i
CCOc1ccc(NC(=O)CSc2nc(C)nc3sc4c(c23)CCCC4)cc1 | i
CSC(=O)OCC1=C[C@H](O)[C@@H]2C(C(=O)O)=CO[C@@H](OC3OC(CO)C(O)C(O)C3O)[C@H]12 (some centres undefined) | i
C=CC(C)(C)[C@@]12C[C@H]3C(=O)Nc4ccccc4C(=O)N3[C@@H]1Nc1ccccc12 | i
Cc1cc(O)cc2c(=O)oc(CC(C)O)cc12 (centres undefined) | i
C[C@@H]1CN([C@@H](C)CO)C(=O)Cc2cc(NC(=O)Nc3ccc(F)cc3)ccc2O[C@H]1CN(C)CC1CC1 | i
COc1ccc(NC(=O)Nc2ccc3c(c2)C(=O)N([C@H](C)CO)C[C@H](C)[C@H](CN(C)S(=O)(=O)c2cccs2)OCCCC[C@@H](C)O3)cc1 | i
C[C@H](CO)N1C[C@H](C)[C@H](CN(C)C(=O)Nc2cccc3ccccc23)Oc2ccc(NC(=O)CCN3CCOCC3)cc2CC1=O | i
CCO[C@H]1OC(C(=O)N2CCOCC2)=C[C@@H](C2CCCCC2)[C@@H]1CCCO | i
C[C@@H]1CCCCO[C@H](CN(C)C(=O)c2ccncc2)[C@H](C)CN([C@@H](C)CO)C(=O)c2cc(NS(C)(=O)=O)ccc2O1 | i
C[C@H]1CN([C@@H](C)CO)C(=O)c2cccc(NC(=O)NC3CCCCC3)c2O[C@H]1CN(C)C(=O)Nc1ccccc1 | i
Cc1noc(C)c1S(=O)(=O)N(C)C[C@@H]1OCCCC[C@@H](C)Oc2ccc(NS(C)(=O)=O)cc2C(=O)N([C@@H](C)CO)C[C@@H]1C | i
COc1ccc([Si](C)(C)[C@@H]2[C@@H](CCn3cc(CCO)nn3)O[C@]3(C(=O)N(C)c4ccccc43)[C@H]2C)cc1 | i
COc1ccc(Cl)cc1NC(=S)NCc1ccccn1 | i
C[C@H](CO)N1C[C@H](C)[C@@H](CN(C)Cc2ccncc2)OCc2cnnn2CCCC1=O | i
COc1cc2c(cc1OC)CN(C(=O)CSc1n[nH]c(N)n1)CC2 | i
CC(=O)Oc1cc(C(C)C)c(OCCN(C)C)cc1C | i
CC(C)NC(=O)N(C)C[C@H]1OCCCC[C@@H](C)Oc2ccc(NC(=O)CCCN(C)C)cc2C(=O)N([C@@H](C)CO)C[C@@H]1C | i
CC(=O)N[C@@H](C(=O)O[C@H]1CCC(C)(C)[C@@H]2CCC3=C(COC3=O)[C@@]12C)C(C)C | i
C[C@H](CO)N1C[C@H](C)[C@@H](CN(C)C(=O)Nc2cccc3ccccc23)OCc2cn(nn2)CCCC1=O | i
C[C@@H]1CN([C@@H](C)CO)C(=O)c2cccc(NS(=O)(=O)c3ccc(Cl)cc3)c2O[C@H]1CN(C)C | i
C[C@H](CO)N1C[C@H](C)[C@@H](CN(C)C)OCCCC[C@H](C)Oc2ccc(NS(=O)(=O)c3ccc(Cl)cc3)cc2C1=O | i
C[C@H](CO)N1C[C@H](C)[C@H](CN(C)S(=O)(=O)c2ccc(F)cc2)Oc2ccc(NC(=O)Nc3ccc4c(c3)OCO4)cc2C1=O | i
C[C@H]1CN([C@@H](C)CO)C(=O)Cc2cc(NC(=O)Nc3ccc4c(c3)OCO4)ccc2O[C@@H]1CN(C)CC1CCCCC1 | i
COc1ccc([Si](C)(C)[C@H]2[C@H](CCO)O[C@@]3(C(=O)N(c4ccccc4)c4ccccc43)[C@@H]2C)cc1 | i

Reformatted: entries from further up
C[C@H](CO)N1C[C@H](C)[C@@H](CN(C)Cc2ccncc2)OCc2cnnn2CCCC1=O
  NFkB binder: i
COc1cc2c(cc1OC)CN(C(=O)CSc1n[nH]c(N)n1)CC2
  NFkB binder: i
CC(=O)Oc1cc(C(C)C)c(OCCN(C)C)cc1C
  NFkB binder: i
CC(C)NC(=O)N(C)C[C@H]1OCCCC[C@@H](C)Oc2ccc(NC(=O)CCCN(C)C)cc2C(=O)N([C@@H](C)CO)C[C@@H]1C
  NFkB binder: i

(next part)
Compound | NFkB binder
Cc1c(NC(=O)CN2C(=O)c3cccc4cccc2c34)c(=O)n(-c2ccccc2)n1C | i
C[C@@H]1CN([C@H](C)CO)C(=O)c2cccc(N(C)C)c2O[C@H]1CN(C)Cc1ccccc1 | i
COc1ccc(COCC23N=C4SCc5ccccc5C(=O)N4[C@H](c4ccccc4O2)[C@H]3CO)cc1 | i
C[C@H](CO)N1C[C@H](C)[C@@H](CN(C)S(=O)(=O)c2ccc(Cl)cc2)Oc2ccc(NC(=O)Cc3cn(C)c4ccccc34)cc2CC1=O | i
C[C@H](CO)N1C[C@H](C)[C@H](CN(C)Cc2ccc(C(F)(F)F)cc2)Oc2c(cccc2N(C)C)C1=O | i
Cc1ccc2nc(-c3cccnc3)cc(C(=O)Nc3ccc(CC(=O)O)cc3)c2c1 | i
COc1ccc(OC)c(S(=O)(=O)N2CCC(C(=O)Nc3ccccc3SC)CC2)c1 | i
C[C@H](CO)N1C[C@H](C)[C@@H](CN(C)Cc2ccc(C(F)(F)F)cc2)Oc2ccc(NC(=O)Cc3ccccc3)cc2CC1=O | i
O=C(C1=C[C@@H](c2ccc3c(c2)Cc2ccccc2-3)C[C@@H](OCCCCO)O1)N1CCCCC1 | i
CC(C)=CCc1c(O)ccc2c1OC(c1ccc(O)c(O)c1)CC2=O (centres undefined) | i
Cc1sc2nc(SCC(=O)NCC3CCCO3)n(-c3ccccc3)c(=O)c2c1C (centres undefined) | i
C[C@H](CO)N1C[C@H](C)[C@@H](CN(C)C(=O)c2ccncc2)OCCCC[C@H](C)Oc2ccc(NC(=O)CCC(F)(F)F)cc2C1=O | i
C[C@@H]1CCCCO[C@H](CN(C)C(=O)Nc2ccccc2)[C@H](C)CN([C@H](C)CO)C(=O)c2cc(NC(=O)c3ccccc3)ccc2O1 | i
C[C@H]1CN([C@@H](C)CO)C(=O)CCCn2cc(nn2)CO[C@@H]1CN(C)Cc1ccc2c(c1)OCO2 | i
C[C@@H]1CN([C@@H](C)CO)C(=O)CCCn2cc(nn2)CO[C@H]1CN(C)C(=O)Nc1ccc2c(c1)OCO2 | i
Cc1noc(C)c1S(=O)(=O)N(C)C[C@@H]1Oc2ccc(NC(=O)C3CC3)cc2CC(=O)N([C@@H](C)CO)C[C@@H]1C | i
C[C@@H]1CN([C@@H](C)CO)C(=O)c2cccc(NC(=O)c3ccncc3)c2O[C@H]1CN(C)Cc1ccc(Oc2ccccc2)cc1 | i
CC(C)NC(=O)N(C)C[C@@H]1Oc2c(NS(=O)(=O)c3ccccc3)cccc2C(=O)N([C@@H](C)CO)C[C@H]1C | i
C[C@@H]1CN([C@@H](C)CO)C(=O)Cc2cc(NC(=O)Nc3cccc4ccccc34)ccc2O[C@@H]1CN(C)S(=O)(=O)c1cn(C)cn1 | i
C[C@H](CO)N1C[C@H](C)[C@H](CN(C)C(=O)NC2CCCCC2)Oc2ccc(NC(=O)Cc3ccccc3)cc2C1=O | i
C#CCN1C(Cc2ccccc2)C(=O)O[C@H](C2CCCCC2)[C@@H]1/C=C/C1CC1 (some centres undefined) | i
CCc1cccc(NC(=O)O[C@H]2[C@H](OC(=O)Nc3ccccc3)[C@@H](OC(=O)Nc3ccccc3)[C@@H](OC)O[C@@H]2CO)c1 | i
C#CCNC(=O)C1=C[C@@H](c2cn(C(C)=O)c3ccccc23)[C@H](CCCO)[C@@H](OCC)O1 | i
COC(=O)c1ccccc1NC(=O)C1CCCN(S(C)(=O)=O)C1 (centres undefined) | i
c1ccc(Cn2ccnc2SCc2nnc(-c3ccccc3)o2)cc1 | i
Cc1noc(C)c1NC(=O)N(C)C[C@@H]1Oc2ccc(N(C)C)cc2CC(=O)N([C@@H](C)CO)C[C@@H]1C | i
CC(C)(C)NC[C@@H](O)COc1cccc2c1CCCC2=O | i
COc1ccc(S(=O)(=O)N(C)C[C@H]2Oc3ccc(NC(=O)CCCN(C)C)cc3C(=O)N([C@@H](C)CO)C[C@H]2C)cc1 | i
COC(=O)C(C)N(c1ccc(OC)cc1)S(C)(=O)=O (centres undefined) | i
C[C@@H]1CN([C@H](C)CO)C(=O)Cc2cc(NC(=O)Nc3cccc4ccccc34)ccc2O[C@H]1CN(C)CC1CC1 | i

The list goes on; it opens with the two that closed the last part.
Compound | NFkB binder
COC(=O)C(C)N(c1ccc(OC)cc1)S(C)(=O)=O (centres undefined) | i
C[C@@H]1CN([C@H](C)CO)C(=O)Cc2cc(NC(=O)Nc3cccc4ccccc34)ccc2O[C@H]1CN(C)CC1CC1 | i
CC1CCC2C(C)(C)C(=O)CC[C@]2(C)C12Cc1c(O)cc3c(c1O2)CN(C(CCC(=O)O)C(=O)O)C3=O (some centres undefined) | i
C[C@@H]1CN([C@@H](C)CO)C(=O)c2cccc(NC(=O)c3ccncc3)c2O[C@@H]1CN(C)Cc1ccc(Cl)c(Cl)c1 | i
Cc1cccc(-n2c(SCC(N)=O)nnc2-c2ccncc2)c1C | i
C[C@H]1CN([C@@H](C)CO)C(=O)c2cc(NC(=O)NC3CCCCC3)ccc2O[C@@H]1CN(C)C(=O)Nc1ccc(F)cc1 | i
C[C@@H]1CN([C@H](C)CO)C(=O)c2cccc(NC(=O)c3nc4ccccc4s3)c2O[C@H]1CN(C)C(=O)Nc1ccc(C(F)(F)F)cc1 | i
CCN(CC(=O)Nc1ccccc1C)S(=O)(=O)c1ccc(Br)cc1 | i
C[C@@H]1CCCCO[C@@H](CN(C)C(=O)c2ccncc2)[C@H](C)CN([C@H](C)CO)C(=O)c2cc(NS(C)(=O)=O)ccc2O1 | i
C[C@@H]1CN([C@@H](C)CO)C(=O)c2cccc(NC(=O)NC3CCCCC3)c2O[C@@H]1CN(C)S(=O)(=O)c1ccc(Cl)cc1 | i
Cc1ccc(NC(=O)CNS(=O)(=O)c2ccccc2)cc1Cl | i
O=C(CSc1ccccn1)Nc1cccc(F)c1 | i
O=C(COc1ccc(Cl)cc1Cl)Nc1ccc(Br)cc1C(=O)O | i
C[C@@H]1CN([C@@H](C)CO)C(=O)c2cc(NC(=O)c3ccncc3)ccc2O[C@@H](C)CCCCO[C@@H]1CN(C)Cc1ccncc1 | i
C[C@@H]1CN([C@H](C)CO)C(=O)c2cccc(NS(C)(=O)=O)c2O[C@H]1CN(C)S(=O)(=O)c1cccs1 | i
C[C@H](CO)N1C[C@H](C)[C@H](CN(C)C(=O)NC2CCCCC2)Oc2c(NC(=O)c3cnccn3)cccc2C1=O | i
CCCc1nc(C(C)(C)O)c(C(=O)OCc2oc(=O)oc2C)n1Cc1ccc(-c2ccccc2-c2nn[nH]n2)cc1 | i
C[C@@H]1CN([C@H](C)CO)C(=O)c2cc(N(C)C)ccc2O[C@@H]1CN(C)S(=O)(=O)c1cn(C)cn1 | i
COc1cc(OC)cc(-c2nnc(SCC(=O)Nc3cc(C(F)(F)F)ccc3Cl)o2)c1 | i
C[C@H]1CN([C@@H](C)CO)C(=O)c2cccc(NS(C)(=O)=O)c2O[C@H]1CN(C)C(=O)Nc1ccc2c(c1)OCO2 | i
C[C@H]1CN([C@@H](C)CO)C(=O)Cc2cc(NC(=O)C3CC3)ccc2O[C@H]1CN(C)C | i
O=C1c2ccccc2[C@@]2(Cc3ccccc3N(Cc3ccccc3)C2=O)[C@H](c2ccc(CO)cc2)N1C1CCCCC1 | i
C[C@@H]1CN([C@@H](C)CO)C(=O)c2cc(NC(=O)Cn3cnnn3)ccc2O[C@@H]1CN(C)Cc1ccccc1 | i
CC(C)NC(=O)N(C)C[C@@H]1OCCCC[C@@H](C)Oc2ccc(NC(=O)Cc3ccccc3)cc2C(=O)N([C@H](C)CO)C[C@H]1C | i
C[C@@H]1CN([C@H](C)CO)C(=O)c2cc(NC(=O)CCCN(C)C)ccc2O[C@H]1CN(C)Cc1ccc2c(c1)OCO2 | i
Cc1noc(C)c1NC(=O)Nc1ccc2c(c1)C(=O)N([C@H](C)CO)C[C@@H](C)[C@@H](CN(C)C(=O)Nc1c(C)noc1C)O2 | i
C[C@@H]1CCCCO[C@H](CN(C)C(=O)Nc2ccccc2)[C@@H](C)CN([C@@H](C)CO)C(=O)c2cc(NC(=O)Cc3ccccc3)ccc2O1 | i
C[C@@H]1CN([C@H](C)CO)C(=O)Cc2cc(NC(=O)Cc3cn(C)c4ccccc34)ccc2O[C@H]1CN(C)C(=O)Nc1ccccc1 | i
CNCC(O)c1ccc(OC(=O)C(C)(C)C)c(OC(=O)C(C)(C)C)c1 (centres undefined) | i
COc1ccc(N(CC(=O)Nc2cccnc2)S(C)(=O)=O)cc1 | i
Cc1ccccc1NS(=O)(=O)c1cc(C(=O)NCC2CCCO2)ccc1C (centres undefined) | i

Bioassay records as filed in PubChem BioAssay.
